MDM2 E3 inh: MDM2-luciferase reporter signal enhancers, primary screen, MDM2 E3 ligase inhibitor project, cell-based, luminescence, 1536-well; E3 ubiquitin-protein ligase Mdm2 (Homo sapiens), Q00987; cell-based MDM2 ubiquitination luciferase reporter, 2 h; 0 = plate control, 100 = twice control, blank-subtracted; signal enhancement, % at 5 µM; 210,000 compounds, 0.11% hits; AID 1230, 2008;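 active = signal enhancement of 30% or more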;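 note: luminescence tracks abundance of the self-degrading MDM2-luciferase fusion protein; higher signal means inhibition of MDM2 E3 ligase activity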
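Timing – 2 h compound exposure at 37 °C · Assay system – mammalian cells stably expressing self-ubiquitinating, self-degrading MDM2 E3–luciferase fusion · Amount – 2000 cells seeded into each well · Measure – % luminescence enhancement versus blank-corrected plate control mean · Measured by – SteadyLite luminescence, 15 min reagent step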
Wee1 degr inh: Wee1 degradation inhibitors, primary screen, cell-based, HeLa, Wee1K328M-luciferase, luminescence; 220,000 compounds, 1.2% hits; reporter increase, % at 5 µM; HeLa Luc-Wee1K328M stability; 100% = proteasome inhibitor MG132 effect;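 active = activation above the mean of all tested compounds plus 3 SD, set per screening run, cut at about 8.8% in these data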;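 note: cells exposed to compound for 20 h before luminescence read; 0% = DMSO alone and 100% = MG132 at 30 µM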
Target sequence (P30291 whole entry K328M): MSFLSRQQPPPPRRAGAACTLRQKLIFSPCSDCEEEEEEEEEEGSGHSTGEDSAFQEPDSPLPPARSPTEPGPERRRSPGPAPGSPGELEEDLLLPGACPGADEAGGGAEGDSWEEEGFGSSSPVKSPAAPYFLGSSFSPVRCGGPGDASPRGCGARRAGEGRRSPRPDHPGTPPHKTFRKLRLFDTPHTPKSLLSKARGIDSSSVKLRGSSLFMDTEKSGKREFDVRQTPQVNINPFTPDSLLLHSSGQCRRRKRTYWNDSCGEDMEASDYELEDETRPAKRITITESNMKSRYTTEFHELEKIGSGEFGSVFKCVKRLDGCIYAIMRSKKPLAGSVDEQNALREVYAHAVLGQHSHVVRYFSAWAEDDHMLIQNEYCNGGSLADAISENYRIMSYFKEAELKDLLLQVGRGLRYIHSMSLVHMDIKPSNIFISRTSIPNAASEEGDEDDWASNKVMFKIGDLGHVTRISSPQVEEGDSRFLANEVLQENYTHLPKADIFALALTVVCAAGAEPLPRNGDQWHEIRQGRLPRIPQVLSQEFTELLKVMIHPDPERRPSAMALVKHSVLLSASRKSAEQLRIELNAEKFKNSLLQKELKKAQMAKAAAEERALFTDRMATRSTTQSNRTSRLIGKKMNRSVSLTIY
eIF4E 4G PPI: eIF4E–eIF4G protein interaction inhibitors, primary screen, biochemical, uHTS, TR-FRET, eIF4GI fragment. TR-FRET eIF4E-eIF4GI(517-606) binding, 2 h. inhibition, % at 21.7 µM. 220,000 compounds, 0.37% hits. AID 782, 2007;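 active = inhibition above about 30%, limit read from the data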;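 note: 0% = full FRET control wells and 100% = background wells lacking eIF4GI fragment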
PERK inhibitor: block of dimerizer-induced PERK translation repression, primary screen, PERK inhibitor project, CHO PERK-DD cells, SEAP luminescence, HTS; Eukaryotic translation initiation factor 2-alpha kinase 3 (Homo sapiens), Q9NZJ5; CHO PERK-DD fusion, SEAP luminescence translation reporter; inhibition, % at 5.6 µM; 220,000 compounds, 0.17% hits; AID 1416, 2008;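 active = inhibition above the mean inhibition of all tested compounds plus 3 SD, set separately per screening campaign, cut at about 2.9% in these data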;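 note: PERK kinase domain activated by AP20187 dimerizer at 100 nM; 0% = DMSO with dimerizer and 100% = rapamycin at 8.4 µM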
NPY2 pot ag: NPY-Y2 potentiators or agonists, primary screen, cell-based | Neuropeptide Y receptor type 2 (Homo sapiens), P49146 | cells expressing NPY-Y2, potentiator/agonist read-out | activation, % at 3.6 µM | 220,000 compounds, 0.45% hits | AID 1359, 2008; in the data active = activation above about 27%;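 note: cells stimulated with NPY near EC25 plus isoproterenol at EC100; 0% = vehicle plus submaximal agonist and 100% = vehicle plus saturating agonist; some results beyond the cut were filed as inactive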
S1P4 antag: S1P4 receptor antagonists, primary screen, cell-based; Sphingosine 1-phosphate receptor 4 (Homo sapiens), O95977; 220,000 compounds, 0.26% hits; inhibition, % at 4.98 µM; S1P4-expressing cells, antagonist mode, reporter read-out; in the data active = inhibition above about 29%;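 note: 0% = wells stimulated with agonist and 100% = vehicle wells without agonist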
Target sequence (O95977 whole entry, looked up): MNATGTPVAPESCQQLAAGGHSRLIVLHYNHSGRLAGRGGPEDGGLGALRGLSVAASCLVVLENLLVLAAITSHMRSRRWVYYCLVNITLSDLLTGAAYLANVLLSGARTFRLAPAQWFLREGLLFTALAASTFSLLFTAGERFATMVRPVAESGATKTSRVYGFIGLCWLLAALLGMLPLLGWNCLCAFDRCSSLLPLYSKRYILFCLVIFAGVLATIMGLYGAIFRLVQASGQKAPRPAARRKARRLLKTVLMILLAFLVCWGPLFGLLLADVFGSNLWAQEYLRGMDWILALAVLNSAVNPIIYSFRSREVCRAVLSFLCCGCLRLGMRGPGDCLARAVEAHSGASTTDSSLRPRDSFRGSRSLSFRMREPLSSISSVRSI
BaF3 tox: parental Ba/F3 cell viability inhibition, counter-screen for JAK2V617F inhibitor project, murine pro-B, CellTiter-Glo luminescence. CellTiter-Glo ATP luminescence. 220,000 compounds, 1.1% hits. inhibition, % at 5.6 µM;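 active = inhibition above a per-campaign cutoff, the mean inhibition of all tested compounds plus 3 SD, cut at about 27% in these data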;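 note: 0% = DMSO wells and 100% = JAK Inhibitor I control wells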
Ba/F3 V617F tox: reduced viability of JAK2V617F-dependent Ba/F3 cells, primary screen, JAK2V617F inhibitor project, cell-based, Ba/F3 EpoR-JAK2V617F, luminescence | ATP luminescence | inhibition, % at 5.6 µM | 220,000 compounds, 1.1% hits | AID 1446, 2008;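 active = inhibition above the campaign mean plus 3 SD over all tested compounds, cut at about 24% in these data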;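 note: cytokine-independent growth of Ba/F3 cells driven by EpoR plus mutant JAK2; 0% = DMSO-treated cells and 100% = JAK inhibitor I control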
S1P4 agonist: S1P4 receptor agonists, primary screen, cell-based. activation, % at 4.98 µM. Sphingosine 1-phosphate receptor 4 (Homo sapiens), O95977. 220,000 compounds, 0.35% hits. AID 1509, 2009. S1P4-expressing cell line, agonist reporter assay; in the data active = activation above about 11%;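 note: 0% = DMSO vehicle and 100% = reference agonist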
* marks the source's active call; other numbers are inactive results; · = not tested or not shown; [ ] = another dose, or the depositor's remark.

SMILES	MDM2 E3 inh	Wee1 degr inh	eIF4E 4G PPI	PERK inhibitor	NPY2 pot ag	S1P4 antag	BaF3 tox	Ba/F3 V617F tox	S1P4 agonist
COc1cccc(CC(NC(C)=O)C(=O)NC2CCN(c3c(Cc4ccccc4)c(C)nc4ncnn34)CC2)c1OC (centres undefined)	-9	-1	-3	0.8	13	-1	4	-5	14*
COC(=O)c1cc(-c2ccccc2)n(CC(=O)O)c1C	-12	-2	0	-0.3	1	-5	3	1	1.2
Cc1ccc(-c2nc(C(Cl)Cl)c3ccccc3n2)cc1	-1	-3	-1	1.3	-18	6	4	8	1.3
O=C(O)Cc1ccc(NS(=O)(=O)c2ccccc2Cl)cc1	3	0	-5	1.4	12	2	2	-2	0.9
C=CCn1c(O)c(C=Nc2ccc(CN3CCCCC3)cc2)c(=O)[nH]c1=S	1	-1	4	0.4	-9	-18	5	-4	0.2
Cc1ccc2c(CSc3nc4nc(C)cc(C)n4n3)cc(=O)oc2c1	3	2	-1	-2.1	1	-2	2	5	1.0
O=C(CSCCN1C(=O)c2ccccc2C1=O)Nc1ccc2ccccc2c1	-13	-2	-6	0.6	3	-8	-1	-1	2.2
CC1=CC(C2CC(=O)N(c3ccc(C)cc3)C2=O)CC2C(=O)N(c3ccc(C)cc3)C(=O)C12 (centres undefined)	2	2	-5	-1.0	5	12	4	3	0.3
CS(=O)(=O)N1CCc2cc(S(=O)(=O)N3CCN(Cc4ccc5c(c4)OCO5)CC3)ccc21	-11	-2	-1	0.4	13	-7	2	-3	-0.1
CN(C(=O)COC(=O)/C=C/c1ccc2ccccc2n1)C1CCS(=O)(=O)C1 (centres undefined)	-7	0	1	0.2	-3	-6	-1	0	0.2
CCOc1ccccc1NC(=S)NCc1cccn1C	·	-1	5	0.7	-16	-17	8	2	-1.1
CC1CCN(C(=S)NCCc2ccccc2)CC1	-12	0	0	-0.8	-14	-3	4	1	2.8
O=S(=O)(c1ccc(Nc2ccc3c(c2)OCO3)nc1)N1CCOCC1	-15	1	4	0.4	10	-3	3	0	0.0
O=c1c2ccccc2nc(-c2ccc([N+](=O)[O-])cc2)n1O	-2	-1	0	1.0	-4	-1	-1	1	0.4
Cc1ccc(C(=O)OCn2nnc3ccccc3c2=O)cc1[N+](=O)[O-]	-3	-1	1	0.4	0	-12	8	4	-0.3
C/C(=N\Nc1nc(N)cc(Cl)n1)c1cccc([N+](=O)[O-])c1	-18	-1	0	0.8	6	-1	0	-2	-0.5
CCOC(=O)N1CCN(Cc2nc(Cc3cccc(C(F)(F)F)c3)no2)CC1	-3	0	-1	1.2	2	8	5	2	0.2
CN(C)c1ccc(NC(=O)c2ccc3c(c2)nnn3C)cc1	-27	5	15	1.7	-10	-1	5	-1	-0.6
Cc1ccc(OC(=O)c2cccc(C(=O)Oc3ccc(C)cn3)n2)nc1	-10	1	4	0.8	7	-1	1	0	0.9
COc1ccccc1NC(=O)C1=C(C)Nc2nc(-c3cccs3)nn2C1c1cccnc1 (centres undefined)	-10	-2	0	-1.1	-10	-4	9	2	-1.2
Cc1cc(S(=O)(=O)NCc2ccccc2)ccc1OCC(=O)NCC1CCCO1 (centres undefined)	-4	6	2	-0.2	2	0	-2	-3	1.9
Cc1cc(C(=O)OCn2nnc3ccccc3c2=O)c(C)o1	-28	-3	6	0.7	-10	4	0	1	-0.6
COc1ccc(N2CCN(C(=O)c3cc4c(-c5ccc(Cl)cc5)nn(C)c4s3)CC2)cc1	-1	1	-1	-1.1	12	-6	2	-2	-2.9
Cc1ccc(CSCCNC(=O)c2ccc(NS(C)(=O)=O)cc2)cc1	-6	4	-1	1.4	-3	-7	6	2	0.2
Cc1cccc(NC(=O)CSc2nnc(-c3ccc(S(=O)(=O)N4CCCC4)cc3)o2)c1	-14	-1	4[fluorescence artefact?]	-0.9	17	-11	6	1	0.7

Nine entries already listed, arranged by length of the SMILES, low to high:
SMILES	MDM2 E3 inh	Wee1 degr inh	eIF4E 4G PPI	PERK inhibitor	NPY2 pot ag	S1P4 antag	BaF3 tox	Ba/F3 V617F tox	S1P4 agonist
CN(C)c1ccc(NC(=O)c2ccc3c(c2)nnn3C)cc1	-27	5	15	1.7	-10	-1	5	-1	-0.6
Cc1ccc2c(CSc3nc4nc(C)cc(C)n4n3)cc(=O)oc2c1	3	2	-1	-2.1	1	-2	2	5	1.0
Cc1ccc(OC(=O)c2cccc(C(=O)Oc3ccc(C)cn3)n2)nc1	-10	1	4	0.8	7	-1	1	0	0.9
Cc1cc(S(=O)(=O)NCc2ccccc2)ccc1OCC(=O)NCC1CCCO1 (centres undefined)	-4	6	2	-0.2	2	0	-2	-3	1.9
CCOC(=O)N1CCN(Cc2nc(Cc3cccc(C(F)(F)F)c3)no2)CC1	-3	0	-1	1.2	2	8	5	2	0.2
C=CCn1c(O)c(C=Nc2ccc(CN3CCCCC3)cc2)c(=O)[nH]c1=S	1	-1	4	0.4	-9	-18	5	-4	0.2
CN(C(=O)COC(=O)/C=C/c1ccc2ccccc2n1)C1CCS(=O)(=O)C1 (centres undefined)	-7	0	1	0.2	-3	-6	-1	0	0.2
Cc1cccc(NC(=O)CSc2nnc(-c3ccc(S(=O)(=O)N4CCCC4)cc3)o2)c1	-14	-1	4[fluorescence artefact?]	-0.9	17	-11	6	1	0.7
COc1cccc(CC(NC(C)=O)C(=O)NC2CCN(c3c(Cc4ccccc4)c(C)nc4ncnn34)CC2)c1OC (centres undefined)	-9	-1	-3	0.8	13	-1	4	-5	14*

The main list resumes, repeating the two entries before the break.
SMILES	MDM2 E3 inh	Wee1 degr inh	eIF4E 4G PPI	PERK inhibitor	NPY2 pot ag	S1P4 antag	BaF3 tox	Ba/F3 V617F tox	S1P4 agonist
Cc1ccc(CSCCNC(=O)c2ccc(NS(C)(=O)=O)cc2)cc1	-6	4	-1	1.4	-3	-7	6	2	0.2
Cc1cccc(NC(=O)CSc2nnc(-c3ccc(S(=O)(=O)N4CCCC4)cc3)o2)c1	-14	-1	4[fluorescence artefact?]	-0.9	17	-11	6	1	0.7
O=C(O)C1CC(O)CN1c1nc(Cl)ccc1[N+](=O)[O-] (centres undefined)	-13	-3	-1	1.1	4	-3	6	0	-0.2
CC1CCN(c2nc3ccccc3nc2N2CCC(C)CC2)CC1	-16	-3	3[fluorescence artefact?]	0.1	-5	-13	0	-4	1.2
Cc1ccc(-c2nc(N)c3c(-c4ccc(C)cc4)nn(C(C)(C)C)c3n2)cc1	-2	6	7[fluorescence artefact?]	1.1	-3	-6	2	-4	0.2
COC(=O)c1ccc(NCCc2csc(-c3ccc(C)cc3)n2)c([N+](=O)[O-])c1	-4	1	0	0.7	0	-6	6	2	-1.6
O=C(CN1CCCC1)Nc1c(C(=O)C2CC2)oc2ccccc12	-11	2	-3	0.1	-13	7	-2	-4	-0.4
O=C(O)c1ccc(Cn2cc(Cl)cn2)cc1	-7	-4	-2	0.5	12	0	3	1	0.9
O=S1(=O)CCN(Cc2ccccn2)CC1	·	0	-2	0.5	5	-6	-3	-2	0.7
CCOc1ccc(C(=O)Nc2cccc3ncccc23)cc1Br	-28	-2	0	0.6	-7	9	8	5	-1.2
Cc1cc(-c2[nH]nc3c2C(c2ccc(Cl)cc2)C(C#N)=C(N)O3)c(C)s1 (centres undefined)	0	0	-1	-0.7	-7	-6	3	-1	2.1
COc1ccc2cc(C(=O)C3CCCN(C(=O)c4cc5nc(C)cc(C)n5n4)C3)ccc2c1 (centres undefined)	-2	-1	4	0.7	-16	9	6	3	-1.0
CC(C)(CNC(=O)c1sc2cc(F)ccc2c1Cl)N1CCOCC1	0	-2	18	0.1	-6	-3	3	-3	2.5
COc1ccc(OCC(=O)N2CCN(C(=O)c3ccccc3)CC2)cc1	-12	0	-4	-0.3	14	16	4	2	0.6
CCOC(=O)C1CCN(C(=O)COC(=O)c2ccc3c(c2)C(=O)N(c2ccc(OCC)cc2)C3=O)CC1	-11	-1	-1	0.4	16	-20	-2	-4	-0.3
CCN1CCN(C(=O)c2ccc(Sc3ccccc3Cl)c([N+](=O)[O-])c2)CC1	-5	-3	0	0.2	3	-7	3	-3	-1.6
Cc1cc(C)c2c3c(sc2n1)C(c1cccc(F)c1)C(C#N)=C(N)O3 (centres undefined)	-12	0	5[fluorescence artefact?]	-0.9	-27	18	5	-1	-0.1
CC1CCCCC1NC(=O)c1ccc(S(=O)(=O)NCc2ccco2)cc1 (centres undefined)	-28	0	9	-0.4	3	-3	-1	-5	-1.5
O=C(Cn1ccc([N+](=O)[O-])n1)NCc1ccco1	-16	0	5	1.9	8	1	1	-4	1.3
Cn1c(=O)c2c(nc(OCc3cccnc3)n2Cc2ccccc2)n(C)c1=O	-10	-1	-3	-1.4	-14	-13	-3	-3	-1.4
CC(OC(=O)c1cc2c(s1)CCCCC2)C(=O)NC(N)=O (centres undefined)	-13	2	4	-0.1	6	-10	2	5	-0.5
CCOC(=O)c1csc(NC(=O)CC2CCCC2)n1	2	1	0	0.5	-1	-17	7	-4	0.5
Cc1nn2cc(-c3ncc(C(F)(F)F)cc3Cl)cnc2c1Br	-64	0	-2	0.8	-3	-9	2	-1	0.6
Nc1ccc(N2CCCCC2)c(S(=O)(=O)Nc2ccccc2Cl)c1	-10	-2	0	-0.2	-1	-15	0	-1	-0.2
O=S(=O)(c1ccc2ccccc2c1)N1CCN(C2Cc3ccccc3C2)CC1	-9	5	3	0.9	-1	-9	5	-2	0.3
N#C/C(=C\c1ccc(N2CCOCC2)c([N+](=O)[O-])c1)c1nc2ccccc2[nH]1	-17	-1	-1	0.3	-1	-10	0	-1	2.0
C=CCN1C(=O)C2(NC(=O)c3ccccc3N2)c2ccccc21 (centres undefined)	8	-2	5	0.5	-7	4	5	-2	1.1
CCn1nnnc1SCCSc1nnnn1CC	12	-1	5	0.1	-17	-15	6	4	0.7
O=C1C=C(NCCOC23CC4CC(CC(C4)C2)C3)C2(CCCCC2)O1	-10	1	-2	0.0	-6	6	9	0	-0.7
Cc1c(NC(=O)c2cc3nc(-c4ccc(Cl)cc4)cc(C(F)(F)F)n3n2)c(=O)n(-c2ccccc2)n1C	-1	1	3[fluorescence artefact?]	0.7	4	-12	4	-3	-0.2
CC(C)CC(C(=O)Nn1cnnc1)N1C(=O)c2ccccc2C1=O (centres undefined)	-22	-1	-2[fluorescence artefact?]	1.2	13	5	-3	-2	0.8
O=C(Nc1ccon1)c1cc2ccccc2oc1=O	-19	-1	13[fluorescence artefact?]	0.4	1	-5	-1	-2	-4.4
